Bioassay records: PubChem BioAssay, National Center for Advancing Translational Sciences (NCATS)
HEK293 tox – cytotoxicity in counter-screen for GLP-1R inverse agonists | AID 624418 | Potency, µM (series often up to 38.3 µM), without a hit: at the top dose activity change, negative = inhibition, most hits filed as inhibitors | HEK293 cAMP-luciferase reporter cells, luminescence, 24 h | actives 0.13% (n = 410,000);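 note: loss of luciferase light is scored as toxicity; potency is the fitted concentration of half-maximal effect; % is set by controls: 0 for no effect and ±100 for the full control effect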
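Seeding density was 200 cells/uL; after overnight-length (12 h) culture, 23 nL compounds went on for 24 h at 37 °C. Readout used a luciferase detection reagent, luminescence taken after 12 min at room temperature.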
PI5P4Ka inh – PI5P4K alpha (human) kinase inhibition | PI5P4Kalpha enzyme, ADP-Glo luminescence, 60 min; active compounds read low | max response, % | actives 1.2% (n = 330,000) | AID 652105; active = max response of -50% or lower; inconclusive = between -30% and -50%; inactive = -30% or higher; note: value at the top dose of about 77 µM; % is set by controls: 0 for no effect and ±100 for the full control effect
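PI5P4Kalpha ADP-Glo assay; 5 microM ATP final; 60 min RT reaction; HEPES pH 7.4/EGTA/CHAPS, 5% DMSO; controls lacking substrate or enzyme; luminescent end-point.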
PTHR1 ag – activates the human parathyroid hormone receptor PTHR1; HEK293 GP2 PTHR1 cells, GloSensor cAMP luminescence, 1 h; Q03431; actives 0.075% (n = 410,000); Potency, µM (titrated, usually from 115 µM), for inactives: at the top dose activation, usual class: activators; note: potency is the fitted concentration of half-maximal effect; nearly all actives have a fitted effect of over 55% in size; some results filed as inactive show a strong effect at the top dose; inactives centre near -15; many of its hits are not listed in these tables
Target sequence (Q03431 whole entry, looked up): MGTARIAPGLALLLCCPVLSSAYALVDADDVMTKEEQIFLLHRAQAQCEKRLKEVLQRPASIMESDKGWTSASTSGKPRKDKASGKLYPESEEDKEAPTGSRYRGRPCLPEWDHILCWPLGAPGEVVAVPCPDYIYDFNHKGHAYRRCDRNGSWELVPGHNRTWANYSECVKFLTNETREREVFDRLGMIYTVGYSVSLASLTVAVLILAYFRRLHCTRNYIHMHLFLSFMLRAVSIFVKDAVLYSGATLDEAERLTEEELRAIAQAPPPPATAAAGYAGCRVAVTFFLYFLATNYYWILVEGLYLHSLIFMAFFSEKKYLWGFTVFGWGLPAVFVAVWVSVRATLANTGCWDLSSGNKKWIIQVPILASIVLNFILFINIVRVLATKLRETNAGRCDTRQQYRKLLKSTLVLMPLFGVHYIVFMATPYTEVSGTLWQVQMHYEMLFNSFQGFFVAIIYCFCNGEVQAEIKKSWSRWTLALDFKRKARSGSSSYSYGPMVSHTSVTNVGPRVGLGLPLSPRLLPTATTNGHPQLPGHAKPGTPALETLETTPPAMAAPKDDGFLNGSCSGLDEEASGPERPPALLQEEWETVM
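HEK-293-derived GP2 cells expressing PTHR1 and a GloSensor cAMP reporter, 3,000/well, plated overnight, given luciferin plus IBMX (each 0.5 mM as added) for 1 h at 37 °C, then compound for 1 h at 37 °C. Luminescence was read after 15 min at room temperature.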
PLK1 PBD inh – blocks phosphopeptide binding to human PLK1 polo-box domain; P53350; Plk1 PBD binding of FITC phosphopeptide, fluorescence polarization; Potency, µM, inactives show max response, negative = inhibition, most hits filed as inhibitors; actives 2.8% (n = 360,000); note: potency is the fitted concentration of half-maximal effect; series mostly up to about 57 µM; % is set by controls: 0 for no effect and ±100 for the full control effect; nearly all actives have a fitted effect of over 65% in size
EPAC1 antag – blocks human EPAC1 exchange factor; actives 0.14% (n = 360,000); Potency, µM (highest dose often 115 µM), without a hit: top-dose activity change, negative = inhibition, hits mostly inhibitors; O95398; EPAC1 GEF assay, Rap1b-BODIPY-GDP exchange fluorescence;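 note: potency is the fitted concentration of half-maximal effect; plate controls were vehicle for no effect and positive control for full effect; nearly all actives have a fitted effect of over 50% in size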
GLP-1R inv ag – GLP-1 receptor (human) inverse agonism; actives 1.6% (n = 410,000); HEK293 GLP-1R CRE-luciferase, luminescence, 24 h; GLP-1R form is constitutively active; Potency, µM (titrated, usually from 38.3 µM), without a hit: top-dose activity change, negative = inhibition, usual class: inhibitors; AID 624417; note: potency is the fitted concentration of half-maximal effect; % is set by controls: 0 for no effect and ±100 for the full control effect; nearly all actives have a fitted effect of over 55% in size
Target sequence (P43220 whole entry, looked up): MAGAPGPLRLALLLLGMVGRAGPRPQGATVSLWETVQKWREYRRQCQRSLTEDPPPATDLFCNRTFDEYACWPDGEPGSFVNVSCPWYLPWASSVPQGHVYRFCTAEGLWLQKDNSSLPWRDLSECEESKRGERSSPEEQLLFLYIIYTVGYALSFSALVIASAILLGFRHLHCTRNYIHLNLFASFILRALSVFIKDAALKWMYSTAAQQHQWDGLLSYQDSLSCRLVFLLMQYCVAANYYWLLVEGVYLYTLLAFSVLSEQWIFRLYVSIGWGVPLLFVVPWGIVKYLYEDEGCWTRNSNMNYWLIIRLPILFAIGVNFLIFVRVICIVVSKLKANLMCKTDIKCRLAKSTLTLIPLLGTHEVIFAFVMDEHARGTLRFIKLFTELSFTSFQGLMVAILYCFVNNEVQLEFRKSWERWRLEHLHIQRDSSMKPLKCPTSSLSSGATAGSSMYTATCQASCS
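HEK293 cells stably co-expressing constitutively active GLP-1R and a cAMP-responsive luciferase reporter were seeded in DMEM with 10% Nu serum, given compounds after 12 h, and incubated 24 h at 37 deg C. Luminescence was then read.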
IL-2 act – IL-2 activation; IL-2 activation reporter assay, cell-based qHTS; stimulated with anti-CD3/CD4/CD28 beads; in transgenic mouse T cells; activation, % (series mostly up to about 46 µM); actives 0.065% (n = 360,000); AID 652025; in the data active = activation above about 50%; inconclusive = mostly about 30% to 49%; note: 0% is about no effect
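First, unstimulated transgenic mouse T cells were exposed to compound for 60 min. Next, anti-CD3/anti-CD4-coated beads with anti-CD28 were added. Finally, after 18 h at 37 degrees C, EGFP and DsRed were imaged.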
GLP1R ag – GLP-1 receptor (human) agonism; HEK293 GLP-1R CRE-luciferase, luminescence, 4-6 h; cells express a hypersensitive GLP-1R form; Potency, µM (titrated, usually from 45.6 µM), for the others: at the highest dose activation, actives largely listed as activators; actives 0.007% (n = 380,000); note: potency is the fitted concentration of half-maximal effect; % of control where 0% means no effect
EPAC1 ag – activates human EPAC1 exchange factor; O95398; EPAC1 agonist qHTS, biochemical assay; response scale: 100% = response to 6.5 mM cAMP; Potency, µM (doses to about 154 µM), without a hit: at the highest dose activation, hits mostly activators; actives 0.073% (n = 360,000); AID 720707; note: potency is the fitted concentration of half-maximal effect; nearly all actives have a fitted effect of over 60% in size
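Read-out is the fluorescence drop as BODIPY-GDP leaves Rap1B (480 nm excitation, 540 nm emission), recorded every 5 minutes over 30 minutes. Reactions held 100 nM EPAC1, 250 nM Rap1B–BODIPY-GDP and 50 uM GDP, with 6.5 mM cAMP setting full activation.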
Numbers without * were called inactive; i = inactive; ? = inconclusive; . = not tested or not shown; & = joins results of further samples; [ ] = remark or other dose. Unless noted, calls come from the whole dose curve; as a rule, active = well fitted curve in the direction sought with a large enough effect; inconclusive = small, poorly fitted or top-dose-only effect, or another doubt; inactive = no such curve, though single readings can be large; an effect the other way counts as inactive or inconclusive. Some of the compounds tested. The share of hits here may be higher or lower than overall.

Molecule,HEK293 tox,PI5P4Ka inh,PTHR1 ag,PLK1 PBD inh,EPAC1 antag,GLP-1R inv ag,IL-2 act,GLP1R ag,EPAC1 ag
CCOc1ccc(CCNS(=O)(=O)c2ccc3c(c2)NC(=O)CO3)cc1OCC,12%,-9,i,-12%,-24%,28%,-2.8,-5%,3%
CCn1cc(C(=O)NCc2ccco2)c(=O)c2cc(S(=O)(=O)N3CCc4ccccc4C3)ccc21,6%,-9,i,-19%,-4%,0%,-1.8,4%,13%
O=C(NCCc1ccccc1)c1c(O)c2cccc3c2n(c1=O)CC3,4%,3,-21%[57.5 µM],-8%,-23%,?,0.5,-3%,6%
CC(C)(C)NC(=O)CN1C(=O)/C(=C/c2ccccc2)SC1=S,-8%,3,-19%,-6%,1%,7%,1.4,0%,4%
O=S1(=O)CCN2C(Cc3ccc(SC(F)F)cc3)=CSC2=N1,5%,-12,i,?,0%,-13%,0.0,1%,7%
N#Cc1cccc(Nc2c3c(nc4ccccc24)CCC3)c1,-20%,1,i,-9%,-14%,?,-5.2,20%,-2%
Cc1ccc(Cn2ncc3c(NCCCN4CCOCC4)ncnc32)cc1,2%,8,-26%[57.5 µM],-8%,0%,-3%,0.2,25%,16%
Cc1cccc(-n2c(C)cc(C)c(C#N)c2=O)c1,3%,-7,i,-16%,-26%,12%,-2.3,3%,11%
Cc1[nH]c2ccccc2c1/C=C/C(=O)c1ccccc1,-9%[1.53 µM],12,-20%,21%,15%,?,-0.6,13%,17%
O=C(NC(=S)Nc1cccnc1Cl)c1ccc(Cl)cc1,?,-21,-26%,-18%,13%,?,-0.3,11%,-5%
Cc1ccc(-n2nnnc2SCC(=O)Nc2ccc(N3CCN(C)CC3)cc2)c(C)c1,-16%,-7,-23%,2%,-2%,3.5µM*,0.2,12%,-11%
O=C(CSc1ncn[nH]1)Nc1ccc(S(=O)(=O)N2CCCC2)cc1,8%,0,i,-2%,-2%,0%,0.2,-1%,1%
O=C(OCc1cc2ccccc2[nH]c1=O)c1ccccn1,3%,-18,i,-2%,-17%,4%,-4.2,1%,3%
CSc1ccc(CCNC(=O)CN2C(=O)COc3ccc(S(=O)(=O)N4CCCC4)cc32)cc1,0%,.,-29%,.,.,-30%,.,-4%,.
COC(=O)c1ccc(CSC2=NC[C@@H]3[C@@H]4C(=O)N(C)C(=O)[C@@H]4[C@](C)(C(=O)OC)N23)cc1,-1%,5,i,-2%,-2%,13%,0.6,4%,8%
CC(C)CCN1CCN(C2CCN(c3ccccc3)CC2)CC1CCO (stereo not drawn),12%,1,-2%,-9%,-8%,-16%,-3.1,0%,1%
O=C(c1ccccc1)N1CCC(c2nc3c(nnn3Cc3ccco3)c(=O)[nH]2)CC1,-12%,-1,?,-13%,-3%,43%[activator],-3.1,9%,-12%
COc1ccccc1Oc1ccc(Oc2ccccc2OC)cc1,-15%,0,-28%,-9%,7%,?,-4.0,7%,9%
NS(=O)(=O)c1ccc(Cl)c(C(=O)Nc2ccccc2[N+](=O)[O-])c1,-1%[7.66 µM],-1,i,-3%,-3%,-1%[7.66 µM],0.3,2%,7%
COC(=O)c1ccc(Oc2nc3ccccc3n3c(C)nnc23)cc1,1%,-1,-10%,-16%,-18%,14%,0.0,10%,6%
O=C(Cc1nc2ccccc2[nH]1)c1ccc(Cl)cc1,9%,-13,i,-4%,-4%,?,-0.4,-1%,-5%
CCOc1ncccc1C(=O)OCCCC(=O)c1ccc(Br)cc1,14%,-2,-6%,-12%,-21%,?,0.2,20%,7%
CN1CCN(C2=NC(=O)/C(=C/c3ccccc3OS(=O)(=O)c3ccccc3)S2)CC1,8%,3,-16%,?,9%,18%,0.4,12%,7%
O=C(O)c1cc(N2C(=O)C3C4C=CC(C4)C3C2=O)ccc1N1CCOCC1 (stereo not drawn),-2%,4,-33%[inhibitor],0%,6%,-8%,0.2,-2%,7%
COCc1nnc(NC(=O)C(C)C)s1,-6%,-6,-18%[57.5 µM],-7%,6%,0%,-0.1,-10%,6%
Cc1ccccc1C(C)NS(=O)(=O)c1ccc2c(c1)OCCO2 (stereo not drawn),-5%,2,-17%,-5%,-13%,-26%,0.3,6%,7%
Nc1ncc(Br)cc1S(=O)(=O)NCCC(=O)N1CCN(c2ccccn2)CC1,4%,-3,-1%,2%,2%,-5%,-4.1,-3%,-6%
COC(=O)C(Cc1ccccc1)NS(=O)(=O)c1ccccc1Br (stereo not drawn),7%,-1,i,0%,-5%,2%,0.7,-5%,0%
OC(CN1CCN(c2ccccc2F)CC1)c1ccc(F)cc1 (stereo not drawn),-5%,-1,i,-4%,2%,17%,0.0,13%,1%
Cc1c(-c2ccccc2Cl)nc2ccccc2c1C(=O)O,-12%,0,-20%,0%,5%,1%,-0.2,3%,9%

Retrieved by structure from above, 2 records:
Molecule,HEK293 tox,PI5P4Ka inh,PTHR1 ag,PLK1 PBD inh,EPAC1 antag,GLP-1R inv ag,IL-2 act,GLP1R ag,EPAC1 ag
O=S1(=O)CCN2C(Cc3ccc(SC(F)F)cc3)=CSC2=N1,5%,-12,i,?,0%,-13%,0.0,1%,7%
Cc1[nH]c2ccccc2c1/C=C/C(=O)c1ccccc1,-9%[1.53 µM],12,-20%,21%,15%,?,-0.6,13%,17%

The results go on.
Molecule,HEK293 tox,PI5P4Ka inh,PTHR1 ag,PLK1 PBD inh,EPAC1 antag,GLP-1R inv ag,IL-2 act,GLP1R ag,EPAC1 ag
Nc1ccccc1S(=O)(=O)NC1=NCCCCC1,?,-10,3%,-16%,-19%,13%,0.4,3%,12%
CN1C(=O)c2ccccc2N(C)C1c1ccccc1Cl (stereo not drawn),-2%,1,-18%,-13%,5%,-29%,-5.3,4%,-7%
CCOC(=O)C1=C(C)NC(=O)NC1/C=C/c1ccccc1OC (stereo not drawn),1%,-14,-29%,-10%,-22%,3%,-2.6,19%,5%
Cc1cc(NC(=O)CSc2nnc(-c3ccc(O)cc3)o2)no1,?,5,i,1%,-18%,24%,3.2,1%,4%
CC(C)(C)C(=O)Nc1ccc(F)cc1[N+](=O)[O-],1%,2,-28%,6%,6%,13%,0.3,-1%,-3%
O=C(c1cccc(S(=O)(=O)N2CCCC2)c1)N(Cc1ccco1)C1CCS(=O)(=O)C1 (stereo not drawn),-14%,1,i,-13%,7%,11%,0.2,10%,9%
Fc1ccccc1CNC(=S)NC1CCCCC1,-12%,1,i,-5%,1%,?,-2.5,6%,-4%
CC(=O)N1CCN(C(=O)CNC(=O)c2ccc(C)s2)CC1,-8%,-3,i,-7%,-6%,12%,2.1,-5%,3%
O=C(NC1CCCCC1)C1c2ccccc2OCC(=O)N1Cc1ccco1 (stereo not drawn),5%,-2,i,-10%,-16%,22%,-0.5,-4%,-2%
CC(=O)Nc1ccc(N/C=C2/CCCC2=O)cc1,4%,-6,i,-5%,13%,15%,0.7,8%,-5%
CCCCN(C(=O)c1cc2c(s1)CCC2)c1c(N)n(CCCC)c(=O)[nH]c1=O,-2%,-6,-17%,-17%,-24%,25%,-2.5,10%,-11%
O=[N+]([O-])c1ccc(CS(=O)(=O)N2CCN(c3ccccc3)CC2)cc1,-12%,2,-13%,-3%,-7%,-7%,2.3,14%,-3%
Cc1cc(C)cc(NC(=O)NNC(=O)c2cc3occc3[nH]2)c1,-11%,-1,-32%[inhibitor],-1%,8%,?,2.0,1%,2%
CCS(=O)(=O)c1ccc2oc(Nc3ccccc3Cl)nc2c1,25%,-22,-18%,-15%,-10%,?,-0.4,11%,1%
Cn1c(SCC(=O)Nc2cc([N+](=O)[O-])ccc2F)nnc1C(F)(F)F,5%,-4,2%,-7%,-2%,0%,0.0,5%,-2%
Cc1onc(-c2ccccc2)c1-c1ccc(S(N)(=O)=O)cc1,-4%,-2,-4%,-2%,2%,-5%,0.1,-5%&7%,-16%
Cc1c(S(=O)(=O)Nc2ccc(Br)cc2)c(=O)n(C)c(=O)n1C,-7%,-3,i,-5%,-1%,-5%,-0.7,6%,-7%
Cc1ccc2nc(SCC(=O)N3CCCCCC3)nc(=O)n2c1,2%,1,i,-4%,-10%,40%,2.4,13%,3%
NC(=O)C1CCN(C(=O)c2cccc(S(=O)(=O)N3CCc4ccccc4C3)c2)CC1,-19%,7,-12%,8%,-11%,-20%,0.0,2%,-2%
COc1ccc(NC(=O)COC(=O)Cn2cnc3ccccc3c2=O)cc1OC,-8%,-2,i,-13%,-11%,31%[activator],0.7,16%,9%
C=CCn1c(O)c(N=NC(=O)CNC(=O)c2ccncc2)c2ccccc21,-7%,5,-18%,1%,8%,63%[activator],-3.1,10%,-7%
Clc1ccc(OCCn2ccnc2)c2ccccc12,-13%,.,i,-1%,-2%,0%,-2.3,3%,-2%
S=c1nccc(-c2cc(Cl)sc2Cl)[nH]1,0%,-12,i,-22%,1%,6%,-2.5,-13%,9%
CCOc1ccc(NC(=O)N2CCN(Cc3ccc4c(c3)OCO4)CC2)cc1,-2%,2,i,-7%,6%,?,0.5,3%,5%
COc1ccc(-c2nc(NC(=O)c3[nH]c(C)c(C(C)=O)c3C)sc2C)cc1,-2%,-1,-20%,1%,-3%,13µM*,-7.3,7%,8%
